High-throughput results: PubChem, National Center for Advancing Translational Sciences (NCATS)
D2 ag = HTS Assay for Allosteric Agonists of the Human D2 Dopamine Receptor: Primary Screen for Agonists. HEK293 T-REx D2 cells, calcium flux agonist mode. actives 0.53% (n = 340,000). AID 485358, 2010. D(2) dopamine receptor (Homo sapiens), P14416. activation, % at 2 µM;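 active = activation over 3 SD above normal in the single-dose calcium agonist read, cut at about 30% in these data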; also: 0% is about no effect
Target sequence (P14416 whole entry, looked up): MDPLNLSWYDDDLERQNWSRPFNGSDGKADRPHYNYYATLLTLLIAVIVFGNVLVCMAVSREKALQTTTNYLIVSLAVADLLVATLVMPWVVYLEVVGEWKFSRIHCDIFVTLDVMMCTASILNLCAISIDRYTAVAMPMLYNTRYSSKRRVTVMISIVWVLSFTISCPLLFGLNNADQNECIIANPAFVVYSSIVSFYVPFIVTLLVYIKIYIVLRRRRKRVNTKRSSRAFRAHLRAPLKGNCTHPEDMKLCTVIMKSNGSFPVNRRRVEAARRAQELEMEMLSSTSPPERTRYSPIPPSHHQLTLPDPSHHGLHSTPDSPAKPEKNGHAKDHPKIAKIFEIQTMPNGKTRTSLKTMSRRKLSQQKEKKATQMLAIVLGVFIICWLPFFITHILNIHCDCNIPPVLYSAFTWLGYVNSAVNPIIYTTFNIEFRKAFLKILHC
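In this primary screen, compounds producing a positive calcium signal within 180 s of addition to tetracycline-induced, force-coupled HEK293 Trex D2 cells are flagged; cells are dye-loaded with a no-wash calcium kit beforehand.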
TrxR1 substrate = qHTS Assay for Substrates of Mammalian Selenoprotein Thioredoxin Reductase 1 (TrxR1): qHTS; Potency, µM (highest dose often 114 µM), for the others: top-dose activity change, negative = substrate turnover; purified TrxR1 substrate turnover, NADPH consumption readout; Thioredoxin reductase 1, cytoplasmic (Rattus norvegicus), O89049; actives 0.01% (n = 390,000); also: potency is read from the fitted curve at half-maximal effect; % is scaled to controls: 0 for no effect and ±100 for the full control effect; nearly all actives have a fitted effect of over 50% in size
Target sequence (O89049 whole entry, looked up): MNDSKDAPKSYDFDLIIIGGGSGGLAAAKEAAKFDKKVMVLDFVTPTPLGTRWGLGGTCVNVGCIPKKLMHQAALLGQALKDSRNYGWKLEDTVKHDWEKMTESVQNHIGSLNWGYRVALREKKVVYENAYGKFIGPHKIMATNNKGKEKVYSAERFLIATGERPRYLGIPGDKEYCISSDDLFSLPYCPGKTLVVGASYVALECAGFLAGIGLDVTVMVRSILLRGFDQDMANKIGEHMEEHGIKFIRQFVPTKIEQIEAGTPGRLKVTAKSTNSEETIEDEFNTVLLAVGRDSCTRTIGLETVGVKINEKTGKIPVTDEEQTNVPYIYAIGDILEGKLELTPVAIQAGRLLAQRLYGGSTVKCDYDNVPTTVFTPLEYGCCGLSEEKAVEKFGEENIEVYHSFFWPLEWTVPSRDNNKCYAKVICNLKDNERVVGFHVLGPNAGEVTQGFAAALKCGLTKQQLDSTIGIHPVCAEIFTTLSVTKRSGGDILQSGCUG
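Rat TrxR1, dispensed at 90 nM, was prereduced with 400 uM NADPH (final) for 5 min at ~22 deg C, then incubated with compound 15 min before 400 uM selenite. A first-read NADPH fluorescence drop versus no-compound background flagged substrates.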
USP1-UAF1 inh = Inhibitors of USP1/UAF1: Primary Screen | recombinant USP1/UAF1, Ub-Rhodamine cleavage fluorescence | Potency, µM (doses to about 57.1 µM), for inactives: top-dose activity change, negative = inhibition, most hits filed as inhibitors | Ubiquitin carboxyl-terminal hydrolase 1 (Homo sapiens), O94782 | actives 0.23% (n = 390,000); also: potency is read from the fitted curve at half-maximal effect; % is scaled to controls: 0 for no effect and ±100 for the full control effect; nearly all actives have a fitted effect of over 60% in size; inactives centre near -12
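USP1/UAF1 complex at 1 nM was preincubated with compound for 15 min at room temperature, then Ub-Rho substrate (150nM final) was added. Fluorescence (480/540 nm) was read kinetically, 6 reads every 60 seconds.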
PI4K2A inh = qHTS for small molecular inhibitors of PI4K2A; Phosphatidylinositol 4-kinase type 2-alpha (Homo sapiens), Q9BTU6; purified PI4K2A, ADP-Glo luminescence, 1 h; hits give low values; activity change, negative = inhibition, % at 76.9 µM; actives 0.13% (n = 420,000); in the data active = activity change below about -50%; inconclusive = mostly about -30% to -49%;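 also: -100% = wells without enzyme as full effect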
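ADP-Glo luminescence measured ADP generated by PI4K2A enzyme (4 ug/mL before mixing) with 1.2 mM PI substrate (pre-mix) and 300 microM ATP (pre-mix). Tris pH7.5 buffer with MgCl2, Triton X-100; 1 h reaction at ambient temperature.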
TRHR agonist = qHTS for Small Molecule Agonists and Allosteric Enhancers of Human TRH Receptor: Primary Screen for Agonists | Thyrotropin-releasing hormone receptor (Homo sapiens), P34981 | TRHR cells, calcium flux fluo-8, FDSS agonist mode | activation, % at 2 µM | actives 0.18% (n = 360,000) | AID 493084, 2011; in the data active = activation above about 30%; also: 0% is about no effect
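TRHR-expressing cells, plated overnight in medium with 10% serum, were loaded with fluo-8 calcium dye at room temperature. After a 10 s baseline, library compound was pin-added and calcium release was recorded kinetically (ex 480/em 530) as agonist response.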
rTrxR1 inhibitor = qHTS Assay for Inhibitors of Mammalian Selenoprotein Thioredoxin Reductase 1 (TrxR1): qHTS. Thioredoxin reductase 1, cytoplasmic (Rattus norvegicus), O89049. recombinant rTrxR1, NADPH fluorescence consumption, selenite substrate. Potency, µM (highest dose often 114 µM), inactives show at the top dose activity change, negative = inhibition, usual class: inhibitors. actives 1% (n = 390,000); also: potency is read from the fitted curve at half-maximal effect; % is scaled to controls: 0 for no effect and ±100 for the full control effect; nearly all actives have a fitted effect of over 65% in size
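Rat TrxR1 (90 nM in the dispensed reagent) was pre-reduced with 400 uM NADPH for 5 min at room temperature, then incubated with compound for 15 min. After 400 uM selenite was added, NADPH fluorescence (Ex 340/Em 450 nm) was followed for 8 min.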
TRHR enhancer = qHTS for Small Molecule Agonists and Allosteric Enhancers of Human TRH Receptor: Primary Screen for Enhancers. TRHR cells, fluo-8 calcium fluorescence, EC20 TRH enhancement. Thyrotropin-releasing hormone receptor (Homo sapiens), P34981. AID 493056, 2011. enhancement, % at 2 µM. actives 0.66% (n = 360,000); in the data active = enhancement above about 30%; also: 0% is about no effect
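Enhancer read-out: after compound pinning and an initial kinetic agonist-mode read, an EC20 of TRH (10 nM final) was injected and fluo-8 calcium signal (Ex 480/Em 530) followed at 1 s/cycle for 100 cycles in TRHR-expressing cells.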
IDH1 R132H inh = qHTS for Inhibitors of mutant isocitrate dehydrogenase 1 (IDH1): qHTS | IDH1-R132H enzyme, NADPH consumption, diaphorase/resazurin fluorescence | Potency, µM (doses to about 76.6 µM), for the others: at the top dose activity change, negative = inhibition, actives largely listed as inhibitors | actives 0.093% (n = 390,000) | Isocitrate dehydrogenase [NADP] cytoplasmic (Homo sapiens), O75874; also: potency is read from the fitted curve at half-maximal effect; % is scaled to controls: 0 for no effect and ±100 for the full control effect; nearly all actives have a fitted effect of over 65% in size
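IDH1-R132H (0.5 ug/mL dispensed) in pH 7.5 Tris buffer was preincubated 30 min with compound, then given a substrate mix of 0.016 mM NADPH and 2 mM alpha-KG for 80 min at room temperature; remaining NADPH was read by diaphorase/resazurin fluorescence.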
D2 antagonist = HTS Assay for Allosteric Antagonists of the Human D2 Dopamine Receptor: Primary Screen for Antagonists | AID 485344, 2010 | actives 2% (n = 340,000) | inhibition, % at 10 µM | HEK293 TREx D2 cells, calcium flux, dopamine EC80; in the data active = inhibition above about 30%; also: 0% is about no effect
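Tetracycline-induced HEK293 T-REx cells expressing D2 force-coupled to calcium signalling were dye-loaded, exposed to compound for 180 s, then challenged with an EC80 of dopamine; calcium flux was followed kinetically for a further 180 s.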
The depositor's hits bear a star; ? = inconclusive; · = not tested or not shown; [ ] = another dose, or the depositor's remark. Unless noted, calls follow the shape of the dose curve; as a rule, active = well fitted inhibition curve with a large enough effect; inconclusive = small, poorly fitted or top-dose-only effect; inactive = no such curve, though single readings can be large or run the other way.

Structure	D2 ag	TrxR1 substrate	USP1-UAF1 inh	PI4K2A inh	TRHR agonist	rTrxR1 inhibitor	TRHR enhancer	IDH1 R132H inh	D2 antagonist
CC(=O)N1CCOc2ccc(S(=O)(=O)Nc3cccc(C)n3)cc21	1.3	3%[57.1 µM]	-4%	3	0.3	12%[57.1 µM]	-4	-11%	3
Cn1c(CC(=O)Nc2ccccc2F)nnc1SCC(=O)Nc1ccccc1Br	0.3	-3%	-2%	0	-0.2	14%	-7	0%	-4
CC12CCC3C(=CCc4cc(O)ccc43)C1CC(=NO)C2O (stereo unspecified)	·	-2%	-17%	3	·	-17%	·	-1%	·
O=C(Cc1cccc(Cl)c1)Nc1ccc(Br)cc1	-1.0	7%[57.1 µM]	-18%	1	-1.0	25%[57.1 µM]	-7	14%	5
O=C(NC(=S)Nc1cccc(C(F)(F)F)c1)c1ccc2nonc2c1	1.6	-2%[57.1 µM]	?	0	0.4	?	2	11%	-10
CCCc1nc2c(=O)[nH]c3ccccc3c2o1	0.3	8%[57.1 µM]	4%	-1	-1.7	-9%[57.1 µM]	8	-14%	-6
O=C(NC1CCN(C(=S)NCCc2ccccc2)CC1)C1CC1	-0.6	3%	-18%	3	0.1	7%	6	1%	5
COc1ccccc1N1CCN(C(=O)c2ccc(-c3ccccc3)cc2)CC1	-0.5	-2%	-12%	-1	-0.9	13%	-4	1%	29
Cc1cc(-c2ccccc2)[nH]c(=O)c1C#N	-3.2	18%	-14%	-3	-0.3	11%[57.1 µM]	-3	3%	-20
O=[N+]([O-])c1cccc(C(O)C23CN4CN(CN(C4)C2)C3)c1 (stereo unspecified)	0.9	2%[57.1 µM]	0%	5	0.5	-12%[57.1 µM]	-2	-6%	10
CC1CCc2noc(NC(=O)c3ccc([N+](=O)[O-])cc3)c2C1 (stereo unspecified)	-1.1	6%	?	2	-1.3	19%	0	10%	·
COc1ccc(S(=O)(=O)N2CCN(C)CC2)cc1C(=O)Nc1ccccc1	0.8	3%	-6%	-1	-0.1	16%	18	7%	-7
NC1=NC(=O)/C(=C/c2ccccc2OCC(=O)Nc2ccc(F)cc2)S1	·	-6%[57.1 µM]	-10%	-13	·	7%[57.1 µM]	·	-1%	·
COc1ccc(CNCCc2ccc(Cl)cc2)cc1OCc1ccccc1	0.3	7%	-9%	6	0.0	23%	21	-13%	-10
CCOC(=O)C1=C(C)NC(C)=C(C(=O)OCC)C1C(=O)OCC(=O)N1CCCCC1C (stereo unspecified)	-0.1	5%	-7%	3	-0.2	4%	3	4%	-9
COc1ccc(C2=CC(=O)C[C@H](c3ccc(OC)c(OC)c3)C2)cc1	0.4	4%[57.1 µM]	-35%	-2	-0.1	7%[57.1 µM]	1	4%	2
Cc1ccc(C(=O)Cn2c(C)cc(C)c(C#N)c2=O)cc1	-0.5	-2%	0%	-1	-0.6	0%	4	6%	-8
CCOC(=O)NC1=NCC(C)(C)S1	·	9%[57.1 µM]	-6%	7	·	-9%[11.4 µM]	·	-3%	·
Cc1c2cnn(-c3ccccc3)c(=O)c2c(C)n1CC(=O)NCCc1ccc(Cl)cc1	-0.7	0%	-17%	-5	0.0	12%	-3	5%	·
CCOC(=O)C1CCCN(c2nc3c(C)cccn3c(=O)c2/C=C(\C#N)C(=O)NCc2ccco2)C1 (stereo unspecified)	1.3	3%	-24%	-5	0.7	19%	5	9%	-19
CC(C)CCNC(=O)C(c1ccco1)N(Cc1ccc(F)cc1)C(=O)c1snc(C(N)=O)c1N (stereo unspecified)	-0.4	6%	-7%	-6	-1.4	12%	-5	11%	2
CCCCC(=Nc1ccc(N)cc1)C1=C(O)C(C(=O)OC)C(C)(C)CC1=O (stereo unspecified)	0.2	-14%	?	?	1.7	?	4	6%	-5
CCN(CC)c1ccc(/C=C(\C#N)C(=O)c2ccc(Br)cc2)cc1	·	-15%	25µM*	-4	109*	?	7	-5%	·
CCN(C(=O)CN1C(=O)/C(=C/c2ccccc2)SC1=S)C1CCS(=O)(=O)C1 (stereo unspecified)	·	-2%	-10%	-5	1.6	10%	-4	-7%	·
COc1ccc(OC)c(C2C(C(=O)N3CCCCC3)=C(C)Nc3nc4ccccc4n32)c1 (stereo unspecified)	0.5	11%	-3%	-1	1.1	22%	-15	-5%	·
Cc1oc(-c2ccc(Cl)cc2)nc1CN1CCC(C(=O)NCCCN2CCOCC2)CC1	-0.6	2%	-6%	-1	0.0	6%	-3	0%	0
CCOc1cccc(C(=O)Nc2cc(-c3ccc(C)cc3)no2)c1	4.5	15%	?	1	4.6	37%	10	0%	·
Cc1oc(C(C)(C)C)cc1C(=O)N1CCN(C(c2ccccc2)c2ccccc2)CC1	0.9	9%[57.1 µM]	-5%	1	0.0	32%[57.1 µM]	2	1%	-8
O=C(c1nc2ncccn2n1)N1CCN(c2ccc(F)cc2)CC1	0.6	2%	-7%	5	0.3	17%[57.1 µM]	-13	4%	10
C#CCOCCOCCOCCNc1nc(N2CCN(C(=O)CCCCCCCCCCNC(=O)[C@H](CCCCN)n3cc(CCO)nn3)CC2)nc(N2CCN(C(=O)CCCCCCCCCCNC(=O)[C@H](CCCCN)n3cc(CCO)nn3)CC2)n1	1.5	7%	-25%	2	1.5	?	0	-5%	-12
CCOC(=O)c1ccc(NC(=S)Nc2cc(C)cc(C)n2)cc1	-0.3	-5%	-1%	2	0.0	22%[57.1 µM]	3	-10%	-5
Nc1nc(-c2ccc(Cl)cc2)c(N=Nc2ccc(S(=O)(=O)N3CCOCC3)cc2)s1	-0.5	7%[57.1 µM]	-20%	3	-0.3	-121%	-3	-2%	1
COc1ccc(C2=CC(=O)CC(c3ccc(F)cc3)C2)cn1 (stereo unspecified)	·	3%[57.1 µM]	?	1	·	15%[57.1 µM]	·	-5%	·
COc1ccc(/C=C/C(=O)Nc2cc(S(=O)(=O)N3CCOCC3)ccc2C)cc1OC	1.7	1%	-7%	5	0.3	0%	1	-13%	6
Cc1ccc(NC2(C(F)(F)F)N=C(c3ccccc3)NC2=O)nc1 (stereo unspecified)	0.4	-3%	-1%	3	-0.2	-9%	3	3%	-2
O=C(c1ccco1)N1CCN(c2ccc([N+](=O)[O-])cc2F)CC1	-0.1	-2%	-18%	10	-0.5	?	1	0%	-6
COc1cccc(C(=O)CSc2nc3cccnc3n2C)c1	0.7	2%	?	0	0.1	8%	-3	15%	37*
Cc1nn2c(C)c(C(=O)NCCc3ccccc3)cnc2c1-c1ccccc1	0.8	-4%[57.1 µM]	-23%	-4	0.1	3%[57.1 µM]	-3	20%	·
CCc1ccccc1N(C)C(=O)c1nn(C)c2c1CSc1ccccc1-2	1.0	4%	?	-5	0.4	11%	-2	-7%	·
CCc1cc2c(Sc3nc4ccccc4s3)ncnc2s1	0.1	10%	-5%	7	1.1	-8%	-6	5%	3
CCOC(=O)C(CC)Sc1cc(C)nc2ccc(OC)cc12 (stereo unspecified)	-0.8	8%[57.1 µM]	2%	2	-1.7	6%[57.1 µM]	-7	3%	-5
Cc1cc(C)cc(NC(=O)c2cc(S(=O)(=O)N3CCCCC3)c[nH]2)c1	1.0	7%	20%	-9	0.8	23%	7	0%	·
COc1ccc(Br)cc1[C@H]1[C@@H]2C=CCC[C@@]2(C)C(=O)N1Cc1ccccc1	0.7	11%[57.1 µM]	-13%	6	0.3	10%[57.1 µM]	-3	-21%	9
Cc1ccc(S(=O)(=O)N(C)c2ccc(C(=O)N3CCN(Cc4ccc5c(c4)OCO5)CC3)cc2)cc1	0.4	-7%	-11%	-6	-1.4	-21%	-7	0%	-18
CC(NC(=O)CCC(=O)N1CCCCCC1)c1ccccc1 (stereo unspecified)	44*	-1%	-22%	2	0.2	1%	2	6%	10
O=C(COc1ccc2c3c(c(=O)oc2c1)CCC3)c1ccc2c(c1)OCO2	0.9	20%	-9%	-2	0.1	11%	-4	5%	5
O=C(c1cnn(-c2ccc(Cl)cc2)c1)c1ccccc1O	-0.8	5%[57.1 µM]	-17%	-5	0.4	?	-6	20%	1
O=C(N/N=C/c1cccc2nccnc12)c1ccccc1O	-0.5	-5%	-6%	3	-0.2	10%	5	-4%	2
